Bioassay records deposited in PubChem by several laboratories.
HMGR II inh: inhibitors of class II HMG-CoA reductase from Enterococcus faecalis; hit rate 0.41% among 190,000; purified E. faecalis HMGR, NADPH absorbance 340 nm kinetic; inhibition, % at 10 µM; AID 1066;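 active = inhibition above a set limit, the median over all tested compounds plus 3 SD, cut at about 9.5% in these data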;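 note: enzyme runs in reverse so mevalonate oxidation gives rising NADPH absorbance; 0% = complete reaction with DMSO and 100% = background rate lacking mevalonate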
DTT redox prof: compounds producing H2O2 with reducing agent – biochemical, NIH compound library profiling, artefact control for MLSCN library redox annotation, primary screen. hit rate 0.03% among 200,000. DTT-dependent redox cycling H2O2, phenol red/HRP absorbance; 100% = 100 µM peroxide control, 0% = buffer. AID 878. activation, % at 10 µM;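 active = activation of at least 50% relative to the plate's high and low controls in the primary single-dose screen; inactive = activation below 50%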;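 note: compound incubated with DTT at 0.8 mM final as the reducing agent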
L major viab: reduces viability of Leishmania major promastigotes | resazurin fluorescence viability | inhibition, % at 10 µM | hit rate 9% among 200,000; in the data active = inhibition above about 50%;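 note: promastigotes grown with compound for 44 hours at 28 °C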
PMI act hi M6P: increases human PMI activity with near-saturating mannose 6-phosphate. P34949. coupled PMI enzyme assay, resazurin fluorescence, 20 min; active compounds read high; 1 = untreated enzyme, 0 = substrate-free blank. activation factor at 20 µM. hit rate 0.34% among 190,000. AID 1216;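 active = activation factor of 2 or more at 20 µM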
Target sequence (P34949 whole entry, looked up): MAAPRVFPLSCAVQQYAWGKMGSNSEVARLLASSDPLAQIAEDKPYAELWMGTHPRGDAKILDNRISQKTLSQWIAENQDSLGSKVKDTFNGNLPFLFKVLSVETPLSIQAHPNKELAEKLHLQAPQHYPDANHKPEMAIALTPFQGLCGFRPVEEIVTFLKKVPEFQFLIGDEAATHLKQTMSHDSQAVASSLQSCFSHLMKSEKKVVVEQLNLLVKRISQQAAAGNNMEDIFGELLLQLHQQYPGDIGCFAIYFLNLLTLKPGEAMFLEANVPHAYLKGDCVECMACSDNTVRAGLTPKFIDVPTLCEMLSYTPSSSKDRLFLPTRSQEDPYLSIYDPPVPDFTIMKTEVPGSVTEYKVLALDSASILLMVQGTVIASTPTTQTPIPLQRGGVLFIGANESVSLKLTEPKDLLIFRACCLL
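Material: human phosphomannose isomerase with PGI, G6PDH, diaphorase coupling enzymes. Quantity: 15 ng/mL PMI. Medium: HEPES pH 7.4 buffer with MgCl2 and Tween-20. Reagent: Near-saturating mannose-6-phosphate, 1.0 mM. Compound: 20 µM single dose. Times: enzyme reaction with compound 20 min at room temperature. Detection: resorufin fluorescence at Ex 544/Em 590 nm.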
RAM inhibit: yeast RAM network inhibition | S. cerevisiae dse1pr::URA3 reporter, 5-FOA growth OD615, 2 d; analog-sensitive cbk1-as2 kinase mutant strain | inhibition, % at 50 µM | hit rate 1.8% among 190,000 | AID 868;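 active = inhibition above a set limit, 3 SD over mean compound inhibition, cut at about 8.4% in these data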;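 note: 0% = DMSO-only wells with no growth and 100% = 10 µM 1-NA-PP1 full growth; inhibition rescues growth on 5-FOA so higher OD means more RAM inhibition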
PMI act: increases human mannose-6-phosphate isomerase activity | AID 1214 | hit rate 0.005% among 190,000 | P34949 | activation factor at 20 µM | purified human PMI, coupled resazurin fluorescence, 20 min; active compounds read high; 1 = vehicle control, 0 substrate-free wells;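 active = activation factor of 2 or more at 20 µM, relative to plate controls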
TNAP inh no acc: inhibitors of human TNAP without phosphate acceptor | P05186 | purified TNAP, CDP-star luminescence, 30 min | inhibition, % at 20 µM | hit rate 0.26% among 200,000;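 active = tissue-nonspecific alkaline phosphatase inhibition above about 50% at 20 µM in the single-dose screen, limit read from the data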;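 note: 0% = DMSO negative control and 100% = EDTA positive control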
TNAP inh hi DEA: TNAP (human) inhibition, high acceptor; purified TNAP, CDP-star luminescence, 1 M DEA; hit rate 0.03% among 200,000; inhibition, % at 20 µM; P05186;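 active = over 50% inhibition of tissue-nonspecific alkaline phosphatase at 20 µM in the single-dose screen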;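 note: plate controls were DMSO wells for no effect and EDTA-quenched wells as full inhibition for full effect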
S1P3 antag: S1P3 (human) receptor antagonism; Q99500; CHO S1P3 NFAT-BLA reporter, FRET fluorescence, antagonist mode; inhibition, % at 4.98 µM; hit rate 0.27% among 170,000;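 active = inhibition above the plate cutoff, the mean inhibition of test wells on that plate plus 3 SD, cut at about 28% in these data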;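 note: cells challenged with S1P at its EC80 of 0.8 µM; blue over green emission ratio from cleaved BLA substrate after 4 h stimulation; 0% = S1P-stimulated wells and 100% = unstimulated DMSO-only wells; some compounds past the cut are filed as inactive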
Target sequence (Q99500 whole entry, looked up): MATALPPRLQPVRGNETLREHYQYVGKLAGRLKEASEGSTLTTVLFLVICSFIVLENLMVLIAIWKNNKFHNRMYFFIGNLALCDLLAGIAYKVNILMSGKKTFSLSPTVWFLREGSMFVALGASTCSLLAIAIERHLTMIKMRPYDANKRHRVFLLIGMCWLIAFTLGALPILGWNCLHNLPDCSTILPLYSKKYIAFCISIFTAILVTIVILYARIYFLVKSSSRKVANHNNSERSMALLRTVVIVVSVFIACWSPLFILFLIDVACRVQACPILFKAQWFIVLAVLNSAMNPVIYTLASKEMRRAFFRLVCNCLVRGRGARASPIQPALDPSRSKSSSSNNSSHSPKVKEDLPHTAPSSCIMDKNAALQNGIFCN
Hsp70 activator: switches on Hsp70 transcription; HeLa Hsp70 promoter luciferase reporter, luminescence; scaled: vehicle 0, proteasome-inhibitor control 100%; activation, % at 10 µM; hit rate 0.04% among 200,000; AID 1203;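 active = activation above the mean across all tested compounds plus 3 SD, cutoff set per campaign, cut at about 5.5% in these data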;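 note: 100% = MG132 at 30 µM as the positive control and 0% = DMSO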
The depositor's hits bear a star; / = no result given. Rows were taken by chance; overall some 12% were active at least once.

SMILES	TNAP inh no acc	HMGR II inh	PMI act	RAM inhibit	L major viab	TNAP inh hi DEA	DTT redox prof	PMI act hi M6P	S1P3 antag	Hsp70 activator
CCC(C)C(NC(=O)c1ccc(Cl)cc1)C(=O)O (stereo unspecified)	-2.5	-9.6	0.9	-0.2	16.3	2.0	-2.3	0.9	8.0	-0.1
CCn1c2ccccc2c2nc3cc(S(=O)(=O)N4CCOCC4)ccc3nc21	-15.2	3.0	0.3	-0.5	14.3	1.4	0.4	0.4	15.1	-0.5
Cc1ccc(C)c(C(=O)CSc2nc3ccccc3c(=O)[nH]2)c1	-5.3	-1.4	1	2.4	2.7	-4.3	-0.1	1.1	4.6	0.0
CCc1ccc(C2C(C#N)=C(N)SC(N)=C2C#N)s1	-3.0	-9.4	1.1	0.8	2.0	-0.3	1.9	0.7	-9.3	0.2
CC(/C=C/c1cccc([N+](=O)[O-])c1)=N/NC(=O)c1cccnc1	-118.7	-7.0	1	-1.5	95.8*	1.0	0.3	1	8.7	-0.1
Cc1ccc(NC(=O)Cc2nn(C)c(=O)c3ccccc23)cc1F	-3.8	-0.9	1	1.5	-4.0	0.8	0.0	1	/	-0.4
COc1ccc(-c2cnc(N)n2CC2CCCO2)cc1 (stereo unspecified)	-5.3	-0.8	0.9	0.0	6.3	-3.7	-0.3	1	-6.6	-0.2
COc1ccc(Nc2nc(C(=O)NCCCN3CCOCC3)cs2)cc1	-11.1	-6.1	1	1.2	1.1	-8.6	-2.7	1	-15.1	-0.3
CCOC(=O)c1nn(-c2ccccc2F)c(C)c1C(C)=O	-9.7	9.8*	1	2.0	-2.6	-3.3	-8.2	1	/	-0.2
CCN(CC(=O)Nc1ccc2c(c1)OCCO2)C(=O)/C=C/c1ccccc1	-15.5	-7.8	1	-0.2	5.2	-3.3	0.0	1	1.2	-0.1
Cc1cc(N)n(-c2ccc(Cl)cc2)n1	-16.8	1.9	1	1.0	-2.9	-6.2	0.3	1	18.4	-0.1
COc1ccc(-n2nc(C(=O)NCC(=O)NCC3COc4ccccc4O3)c3ccccc3c2=O)c(OC)c1 (stereo unspecified)	-10.8	-0.8	1	0.4	-13.3	-1.2	-2.4	0.9	-1.4	-0.2
COc1ccc(CC(=O)NCc2n[nH]c(=S)n2-c2cccc(C)c2)cc1	3.8	-4.4	1	-0.1	4.4	-2.1	-0.1	1	-6.3	0.0
CCC1CCCCN1C(=O)CSc1nnc(CNC(=O)c2ccco2)o1 (stereo unspecified)	-19.3	-4.6	1	1.6	-1.3	-0.7	0.1	1	/	-0.1
O=C1OCCC1Sc1nnc(-c2ccc(Cl)cc2)n1Cc1ccccc1 (stereo unspecified)	-9.6	-5.1	1	1.0	-3.1	-2.3	0.6	1.1	-9.4	-0.5
Cc1ccc(OCC(=O)N2CC(C)OC(C)C2)c([N+](=O)[O-])n1 (stereo unspecified)	-8.2	0.2	1.1	-0.8	7.1	-0.3	-0.5	1.1	9.9	-0.3
c1ccc(Sc2ncnc3c2oc2ccccc23)cc1	-6.3	4.5	0.9	1.2	7.2	-4.1	0.7	0.9	/	-0.1
O=c1[nH]c2cc(Cl)ccc2n(CCNc2ncc(C(F)(F)F)cc2Cl)c1=O	0.3	-0.4	1.2	7.2	-13.4	-3.2	-7.8	1	/	-0.3
Cc1ccc(NC(=O)C(c2ccccc2)C2CCCC2)cc1 (stereo unspecified)	-13.3	-6.9	0.9	4.7	26.1	1.9	0.5	0.9	59.8*	-0.4
COc1ccc(-n2nnnc2SC(C)C(=O)NCC(=O)Nc2ccc(F)c(F)c2F)cc1 (stereo unspecified)	-11.5	-1.0	0.9	0.6	-2.6	0.2	0.3	1	-1.1	-0.4
CCCNc1nc(Nc2ccc(C)cc2)nc(N2CCCC2)n1	-18.7	-5.0	1	1.9	89.0*	-3.0	1.2	1	/	0.1
Cc1ccc(S(=O)(=O)N2CCCCC2)cc1NC(=O)C1CC(=O)N(Cc2ccccc2)C1 (stereo unspecified)	-1.4	-1.2	1	0.3	52.9*	-9.8	-0.6	1.1	-3.1	-0.2
O=C(O/N=C(\c1ccccc1)c1ccncc1)c1ccccc1F	-2.7	-1.0	0.9	-1.0	-7.6	-6.2	-0.5	0.9	-9.5	-0.3
Cc1ccccc1C(=O)Nc1cccc(-c2cn3ccccc3n2)c1	-1.4	-1.1	1	2.7	-0.4	-6.3	-0.5	1.1	9.0	0.2
COc1ccc(CCn2c(-c3cc([N+](=O)[O-])cc([N+](=O)[O-])c3)nc3nc4ccccc4nc32)cc1OC	14.4	1.4	0.9	3.2	79.7*	0.5	0.1	0.9	-7.2	-0.3
COc1ccc(CN(C)Cc2nc(Cc3cccc(F)c3)no2)c2cccnc12	-5.3	-6.9	1	0.1	5.3	0.2	-0.3	1	27.4	-0.5
CC1=NN(C(N)=S)C(=O)C1N=Nc1ccccc1 (stereo unspecified)	-24.2	-1.0	1.2	2.3	20.5	2.7	-0.8	1.1	-4.7	0.1
Nc1c(Cl)cc(NC(=O)c2ccccc2C(=O)O)cc1Br	-6.7	-0.8	1	0.9	3.8	-2.0	-0.3	0.8	-12.2	-0.6
CCc1ccccc1NC(=S)NC1CC2CCC(C1)N2Cc1ccc(F)cc1 (stereo unspecified)	-9.0	-1.2	0.9	-0.3	94.7*	-5.7	-0.9	1	7.5	-0.2
COc1ccc(CN2CC(C(=O)NCCCN3CCN(Cc4ccccc4)CC3)CC2=O)cc1 (stereo unspecified)	-7.1	1.0	1	1.4	-6.3	2.2	0.3	1.1	-4.3	-0.3
CCCn1nc(C(=O)N2CC(=O)Nc3ccccc32)c2ccccc2c1=O	/	3.6	/	2.9	11.7	/	3.5	/	33.6	-0.2
CCc1ccc(Cn2nnc(C(=O)Nc3ccc(OC)cc3OC)c2N)cc1	-19.4	-8.2	0.9	6.5	-5.3	-5.9	-0.2	1	-4.3	-0.3
COc1cc(/C=N/NC(=O)COc2ccccc2[N+](=O)[O-])ccc1OC(=O)c1ccco1	-13.1	0.1	0.8	0.7	56.5*	-3.1	0.4	0.9	-5.6	-0.2
O=C(O)C1CCCCC1C(=O)NCc1ccc(F)cc1 (stereo unspecified)	-7.2	1.7	0.9	3.5	-5.9	0.2	2.4	0.9	-9.1	-0.4
Cc1ccc(NC(=S)N2CCSC2c2cccs2)cc1 (stereo unspecified)	28.5	-5.6	1.1	-1.3	48.0	-6.2	0.2	1.2	-14.5	-0.3
Clc1cccc(Cl)c1COc1ccccc1CNn1cnnc1	-7.5	-2.0	1	1.7	8.1	-0.8	-0.1	1	-3.3	0.2
CCO[C@H]1OC(C(=O)N2CCN(Cc3ccc4c(c3)OCO4)CC2)=C[C@@H](C2CC2)[C@@H]1CCCO	-3.0	1.5	1	-1.1	77.3*	-3.7	-0.1	1.1	-19.5	0.1
CCOC(=O)C1Cc2ccccc2C(=O)O1 (stereo unspecified)	-3.5	1.7	0.9	-1.0	-4.9	1.6	-0.5	0.9	-19.2	-0.1
COc1ccc(N2CCN(C(=O)CSc3nnc4c5cc(C)ccc5n(C)c4n3)CC2)cc1	5.8	-8.4	0.9	0.3	12.3	-3.5	-2.8	0.7	/	-0.5
CCC(C)NS(=O)(=O)c1ccc(OCC(=O)Nc2ccc3c(c2)OCCO3)cc1 (stereo unspecified)	-8.6	-0.2	0.9	1.9	1.2	-3.0	2.8	0.9	/	-0.1
Cc1csc2ncc(C(=O)NCc3ccccc3Cl)c(=O)n12	-9.7	-4.1	1.2	1.1	-7.1	-1.3	-1.9	1	-4.7	-0.1
Cc1nn(-c2ccccc2)c(C)c1CCC(=O)O	-5.0	-2.8	1.1	2.3	-6.7	-0.2	-2.5	0.9	-5.4	0.1
CC1(C)CN(c2cccc(-c3ccnc4ncnn34)c2)C1=O	-13.3	-0.4	0.9	0.7	-1.6	-2.9	-0.6	0.9	-17.7	0.1
O=c1c(Oc2ccccc2F)coc2cc(OCc3cnn(-c4ccccc4)c3)ccc12	-17.1	-4.3	0.9	6.7	-2.7	13.9	-0.1	1	16.2	-0.5
CCOC(=O)N1CCN(S(=O)(=O)c2ccc(C(=O)Nc3sc4c(c3C#N)CCC4)cc2)CC1	2.5	-7.1	0.9	3.9	-2.8	11.1	0.1	0.9	19.3	-0.4
OCC(O)C(O)C(O)C(O)C1NCCS1 (stereo unspecified)	0.7	-3.9	1	0.3	-3.2	-6.9	-0.9	1.1	/	-0.3
COc1ccc(-c2csc(-c3cccnc3)n2)cc1C	-2.9	-7.6	1	-1.2	79.8*	-2.2	-0.7	1	-0.8	-0.4
CCCCn1c2c(c(=N)c3c1CCC3)CCC2	-5.5	5.1	1	1.5	99.9*	-0.6	0.9	0.9	-43.0	-0.4
COc1cc(/C=N/Nc2ccccc2[N+](=O)[O-])ccc1OC(=O)c1ccccc1F	14.3	3.9	1.3	5.6	-8.2	0.2	-1.5	1.1	-8.6	0.1
CCCN1C2CCCC1CC(NC(=S)Nc1cccc(C)c1)C2 (stereo unspecified)	-13.8	-2.0	1	0.4	36.1	-5.5	0.6	1	-10.8	0.5

Two of the compounds above, as labelled records.
> CCOC(=O)C1Cc2ccccc2C(=O)O1 (stereo unspecified)
  TNAP inh no acc = -3.5
  HMGR II inh = 1.7
  PMI act = 0.9
  RAM inhibit = -1.0
  L major viab = -4.9
  TNAP inh hi DEA = 1.6
  DTT redox prof = -0.5
  PMI act hi M6P = 0.9
  S1P3 antag = -19.2
  Hsp70 activator = -0.1

> COc1ccc(N2CCN(C(=O)CSc3nnc4c5cc(C)ccc5n(C)c4n3)CC2)cc1
  TNAP inh no acc = 5.8
  HMGR II inh = -8.4
  PMI act = 0.9
  RAM inhibit = 0.3
  L major viab = 12.3
  TNAP inh hi DEA = -3.5
  DTT redox prof = -2.8
  PMI act hi M6P = 0.7
  S1P3 antag = /
  Hsp70 activator = -0.5

(further entries)
SMILES	TNAP inh no acc	HMGR II inh	PMI act	RAM inhibit	L major viab	TNAP inh hi DEA	DTT redox prof	PMI act hi M6P	S1P3 antag	Hsp70 activator
CN1OC(c2ccccc2)=C(CO)C1c1ccccc1 (stereo unspecified)	-3.2	1.6	1	0.9	-7.7	-1.9	-0.4	1	0.9	-0.3
Cc1ccc(SCC(=O)Nc2ccc(-c3nnc(-c4ccco4)o3)cc2)cc1	-2.4	0.3	1	7.3	-2.4	-3.5	2.3	1	/	0.6
COc1ccc(N2CCN(C(CNC(=O)c3ccco3)c3cccnc3)CC2)cc1 (stereo unspecified)	-6.1	-3.2	0.9	1.4	45.7	-0.6	-0.4	0.9	-35.0	-0.1
COc1ccc(-n2nnnc2SCC(=O)N2CCCc3ccccc32)cc1OC	-4.2	-3.6	0.9	0.0	5.7	2.1	0.9	0.9	/	-0.2
Cc1ccc(C(=O)CSc2nc3cccnc3n2C)cc1	-8.8	-0.9	0.9	2.5	0.9	1.3	2.3	0.9	6.4	-0.3
O=C(NC1CCCCC1)N(Cc1nc2ccccc2c(=O)[nH]1)C1CCCCC1	-6.4	0.7	1.1	-1.0	6.8	-5.6	1.4	1.1	-15.0	0.4
